Source: PubChem
TbHK1 inh – blocks Trypanosoma brucei hexokinase 1 activity | recombinant TbHK1, G6PDH-coupled NADH A340 | inhibition, % at 10 µM | 0.11% of 220,000 active | AID 1430;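 active = inhibition of 50% or more in the single-dose primary screen; inactive = inhibition below 50%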
Runt-SMMHC FRET – blocks binding of human RUNX1 Runt domain to CBFb-SMMHC; Cerulean-Runt/Venus-CBFb-SMMHC FRET ratio 530/480, 1 h; inhibition, % at 20 µM; Q01196+Q13951; 0.74% of 220,000 active;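 active = mean inhibition across duplicate retests at 20 µM reaching about 50%, limit read from the data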;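 note: 0% = DMSO wells and 100% = wells with excess untagged CBFb-SMMHC; inhibitors lower the FRET ratio by blocking Runt binding to CBFb-SMMHC; some results filed as inactive read as strong as hits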
Furin inh – blocks human furin protease activity; P09958; purified furin, fluorogenic substrate cleavage; inhibition, % at 30 µM; 0.061% of 220,000 active; AID 463115; in the data active = inhibition above about 25%; note: inactives centre near -15
Calpain2 inh – blocks pig calpain II enzyme activity | AID 1236 | purified calpain II, fluorogenic peptide substrate, 30 min | inhibition, % at 16 µM | 0.37% of 220,000 active;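 active = inhibition above about 50%, limit read from the data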
EBV gp42 inh – blocks Epstein-Barr virus glycoprotein 42 binding | Q1HVG2 | Fluorescence polarization binding assay, mP read-out | inhibition, % (tested at 21.74 µM) | 0.42% of 220,000 active | AID 1085; in the data active = inhibition above about 50%
Target sequence (Q1HVG2 whole entry, looked up): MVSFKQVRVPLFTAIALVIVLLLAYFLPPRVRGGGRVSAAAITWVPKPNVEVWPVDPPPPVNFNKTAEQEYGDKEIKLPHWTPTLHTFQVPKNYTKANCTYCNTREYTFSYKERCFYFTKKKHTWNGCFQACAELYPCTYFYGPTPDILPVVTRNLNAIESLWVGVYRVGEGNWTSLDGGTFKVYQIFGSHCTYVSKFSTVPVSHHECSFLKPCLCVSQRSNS
RBBP9 inhibitor – blocks human serine hydrolase RBBP9. inhibition, % at 7.94 µM. 0.2% of 220,000 active. recombinant RBBP9, FP-Rh probe fluorescence polarization. O75884;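 active = inhibition above the campaign mean of all tested compounds plus 3 SD, cut at about 14% in these data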;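 note: plate controls were DMSO wells with RBBP9 for no effect and wells lacking RBBP9 protein for full effect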
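Test system – recombinant human RBBP9 · Input – RBBP9 2.5 µM in dispensing solution, pre-mixing · Medium – Tris buffer pH 8.0, NaCl, Pluronic · Schedule – preincubation 30 min plus labeling 45 min at 25 °C · Measured by – fluorescence polarization · Measure – % inhibition · Controls – DMSO and no-protein wells · Replicates – one well per compound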
NCF1 inh – inhibitors of human p47phox binding; P14598; p47phox/p22phox peptide binding, fluorescence polarization, 2 h; inhibition, % at 24.7 µM; 0.53% of 220,000 active;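 active = inhibition above about 30%, limit read from the data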;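 note: 0% = p47phox with labelled peptide and 100% = labelled peptide alone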
Runt-CBFb FRET – Runt domain-CBFb interaction inhibition. Q01196+Q13951. inhibition, % at 20 µM. AID 1496. Cerulean-Runt/Venus-CBFb FRET ratio 530/480, 1 h. 0.46% of 220,000 active;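 active = inhibition over about 50% at 20 µM in the single-dose screen, limit read from the data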;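 note: 0% = DMSO wells and 100% = excess unlabeled CBFb competitor control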
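Assay system: Cerulean-tagged RUNX1 Runt domain (FRET donor) fusion protein / Amount: 100 nM each of Venus-CBFb and Cerulean-Runt domain / Medium: Tris buffer pH 7.5 with salts and BSA / Also added: Venus-CBFb 100 nM / Schedule: 1 h complex formation plus 1 h compound treatment, room temperature / Signal: FRET fluorescence / Read-out: loss of energy transfer signal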
p97 inhibitor – human p97 ATPase inhibition | P55072 | inhibition, % at 8 µM | recombinant p97 ATPase, Kinase-Glo ATP luminescence, 3 h | AID 1481 | 0.42% of 220,000 active; in the data active = inhibition above about 15%;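 note: 0% = DMSO vehicle and 100% = wells lacking enzyme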
Target sequence (P55072 whole entry, looked up): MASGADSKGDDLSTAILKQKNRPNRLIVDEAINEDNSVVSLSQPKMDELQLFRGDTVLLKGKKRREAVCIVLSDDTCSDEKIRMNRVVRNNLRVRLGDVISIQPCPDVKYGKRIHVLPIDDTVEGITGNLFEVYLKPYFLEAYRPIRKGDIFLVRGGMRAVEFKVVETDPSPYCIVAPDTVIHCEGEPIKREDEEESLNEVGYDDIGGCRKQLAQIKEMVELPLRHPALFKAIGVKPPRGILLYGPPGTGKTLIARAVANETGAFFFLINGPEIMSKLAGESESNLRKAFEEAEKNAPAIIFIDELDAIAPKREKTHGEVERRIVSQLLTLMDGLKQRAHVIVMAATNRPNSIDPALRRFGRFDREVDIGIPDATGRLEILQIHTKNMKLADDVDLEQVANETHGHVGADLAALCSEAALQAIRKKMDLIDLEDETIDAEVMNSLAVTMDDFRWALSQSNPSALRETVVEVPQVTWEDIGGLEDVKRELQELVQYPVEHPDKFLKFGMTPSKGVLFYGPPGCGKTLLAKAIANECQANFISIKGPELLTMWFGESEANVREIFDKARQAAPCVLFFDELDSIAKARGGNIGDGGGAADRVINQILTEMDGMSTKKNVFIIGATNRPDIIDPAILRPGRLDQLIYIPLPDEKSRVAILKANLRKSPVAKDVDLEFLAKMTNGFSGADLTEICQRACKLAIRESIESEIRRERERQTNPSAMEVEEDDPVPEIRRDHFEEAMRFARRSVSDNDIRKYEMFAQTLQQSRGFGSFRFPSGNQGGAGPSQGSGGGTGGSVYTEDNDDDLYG
* hit, by the source's call; i = inactive; / = not tested or not shown; [ ] = another dose, or the depositor's remark.

The first 8 records, to show the layout:
SMILES	TbHK1 inh	Runt-SMMHC FRET	Furin inh	Calpain2 inh	EBV gp42 inh	RBBP9 inhibitor	NCF1 inh	Runt-CBFb FRET	p97 inhibitor
CCc1c(C)sc(NC(=O)c2noc(C)c2[N+](=O)[O-])c1C#N	-17.3	0.8	-16.7	-16.5	-7.2	-1.7	0.0	22.8	2.6
CCCCOCCCNC(=O)/C=C/c1ccccc1Cl	-2.1	/	-13.9[20 µM]	/	/	-9.9	/	/	-5.2
COc1cc(C(=O)NNC(=S)NCc2ccco2)cc(OC)c1OC	-1.7	-1.7	-7.4	9.6	-6.3	-0.9	-10.5	1.7	0.1
CC(C)Cn1c(N)c(C(=O)COC(=O)c2ccc(F)cc2)c(=O)n(C)c1=O	-3.8	4.5	-18.9	53.0*	3.1	-11.9	-4.0	-1.7	-5.6
O=C1CC(Nc2ccccc2)C(=O)N1Cc1ccccc1 (stereo not given)	2.4	1.0	-9.1[20 µM]	-43.5	-4.1	-14.8	-13.3	1.7	-4.6
Cc1cc(C(=O)COC(=O)c2ccc(N)cc2)c(C)n1-c1c(C)n(C)n(-c2ccccc2)c1=O	-9.1	-4.7	-15.4	-44.9	8.9	-5.2	1.3	-0.3	0.9
COc1ccc(N2CCN(CCNC(=O)C3CC(=O)N(C4CCCC4)C3)CC2)cc1 (stereo not given)	8.0	5.0	-6.7	-4.2	-0.1	-5.7	15.8	-0.2	-2.1
CC(=O)/C(N=Nc1cc2c(cc1[N+](=O)[O-])OCCO2)=C(\C)O	-11.9	-3.6	-13.2	38.6	-28.3	-7.2	4.3	-1.4	2.2

Main list, repeating the preview:
SMILES	TbHK1 inh	Runt-SMMHC FRET	Furin inh	Calpain2 inh	EBV gp42 inh	RBBP9 inhibitor	NCF1 inh	Runt-CBFb FRET	p97 inhibitor
CCc1c(C)sc(NC(=O)c2noc(C)c2[N+](=O)[O-])c1C#N	-17.3	0.8	-16.7	-16.5	-7.2	-1.7	0.0	22.8	2.6
CCCCOCCCNC(=O)/C=C/c1ccccc1Cl	-2.1	/	-13.9[20 µM]	/	/	-9.9	/	/	-5.2
COc1cc(C(=O)NNC(=S)NCc2ccco2)cc(OC)c1OC	-1.7	-1.7	-7.4	9.6	-6.3	-0.9	-10.5	1.7	0.1
CC(C)Cn1c(N)c(C(=O)COC(=O)c2ccc(F)cc2)c(=O)n(C)c1=O	-3.8	4.5	-18.9	53.0*	3.1	-11.9	-4.0	-1.7	-5.6
O=C1CC(Nc2ccccc2)C(=O)N1Cc1ccccc1 (stereo not given)	2.4	1.0	-9.1[20 µM]	-43.5	-4.1	-14.8	-13.3	1.7	-4.6
Cc1cc(C(=O)COC(=O)c2ccc(N)cc2)c(C)n1-c1c(C)n(C)n(-c2ccccc2)c1=O	-9.1	-4.7	-15.4	-44.9	8.9	-5.2	1.3	-0.3	0.9
COc1ccc(N2CCN(CCNC(=O)C3CC(=O)N(C4CCCC4)C3)CC2)cc1 (stereo not given)	8.0	5.0	-6.7	-4.2	-0.1	-5.7	15.8	-0.2	-2.1
CC(=O)/C(N=Nc1cc2c(cc1[N+](=O)[O-])OCCO2)=C(\C)O	-11.9	-3.6	-13.2	38.6	-28.3	-7.2	4.3	-1.4	2.2
O=C1OCCN1C(=O)[C@H]1[C@H](c2ccc(F)cc2)C(c2ccc(F)cc2)=NN1c1ccc(Br)cc1	-11.8	20.5	-22.4	-128.4	-20.4	-1.4	-231.6	5.5	-4.5
N#CNC(=Nc1cccc(F)c1)SCc1cccc(F)c1	-1.5	1.6	-24.6	-8.9	-2.8	-8.9	-34.9	-2.3	5.0
CCc1ccc(S(=O)(=O)NCc2cn3ccsc3n2)s1	1.7	2.6	-19.5	15.2	-12.9	-5.2	-8.5	-0.6	-1.9
CC(C)(C)c1ccc(/C([O-])=C(/C(=S)NCc2ccco2)[n+]2ccccc2)cc1	-10.3	-4.9	-10.2[20 µM]	6.0	2.0	-0.3	-19.4	5.4	3.1
Cc1cc(C(=O)OCC(=O)NCc2cccs2)c2ccccc2n1	-1.3	3.2	-37.5	-41.5	-33.1	-9.5	-8.5	-2.1	3.0
COc1ccc(S(=O)(=O)Nc2ccc(N3CCOCC3)nc2)cc1	-8.8	-3.8	-17.3	-5.8	-5.2	-6.5	-8.3	0.4	3.2
CCNc1ccc(S(=O)(=O)N(C)C)cc1NCC(=O)Nc1ccc(F)c(Cl)c1	21.9	-5.6	-7.2	8.6	-9.8	-8.8	-4.8	-2.1	-4.2
Cc1cccc(C)c1N(CC(=O)N1CCN(c2ccccc2F)CC1)S(C)(=O)=O	-12.5	-0.9	-18.2	-20.7	-16.3	4.3	0.3	-0.3	1.2
CCN(c1ccccc1)S(=O)(=O)c1ccc(Cl)c(NC(=O)CSc2nncs2)c1	2.1	-5.4	-1.4	21.2	-10.6	-0.5	-7.5	-0.1	-5.6
CCOC(=O)c1c(NC(C)=O)sc2c(OCCN(CC)CC)c(Br)ccc12	-3.5	-3.3	-23.0	-138.0	1.0	3.9	-4.1	5.2	-0.3
CC1CC(C)CN(c2cc3c(cc2[N+](=O)[O-])C(=O)N(c2ccccc2)C3=O)C1 (stereo not given)	12.2	-5.3	-4.8	10.2	-22.6	4.7	-8.8	-5.3	2.7
CCC(=O)c1ccc(OCCN2CCOCC2)cc1	3.4	1.6	-1.7[20 µM]	12.9	-10.1	-0.6	-9.5	0.3	2.0
COc1ccc(CN(C(=O)CSc2nnc(-c3c[nH]c4ccccc34)o2)c2ccc(F)cc2)cc1OC	-7.2	1.7	-17.2[20 µM]	-110.6	-14.5	-10.9	-8.1	-4.1	-0.6
CC(=O)c1c(C)[nH]c(C(=O)OCC(=O)NCCc2ccc(Cl)cc2)c1C	0.9	-0.3	-15.9[20 µM]	-25.4	-20.3	-6.0	-12.3	0.3	0.6
Cc1ccc(C)c(N2CCN(C(=O)Cc3ccc(-n4c(=O)[nH]c5ccsc5c4=O)cc3)CC2)c1	30.9	-2.2	-9.0	-49.0	-21.0	-5.6	-7.0	-4.2	5.6
O=C(O)COc1ccc(/C=N/NC(=O)c2ccccc2Br)cc1	-10.1	-0.9	-7.1	18.0	5.2	-3.4	-0.5	0.6	-3.2
CC[N+](CC)(CCO)CCCN1C(=O)C2CC=C(Cl)CC2C1=O (stereo not given)	0.6	-5.4	-11.4	17.5	3.3	-9.7	-1.8	-2.4	-6.0
SMILES	TbHK1 inh	Runt-SMMHC FRET	Furin inh	Calpain2 inh	EBV gp42 inh	RBBP9 inhibitor	NCF1 inh	Runt-CBFb FRET	p97 inhibitor
O=C(NCCc1c[nH]c2ccccc12)C(=O)NCC(c1ccco1)N1CCN(c2ccccc2F)CC1 (stereo not given)	24.9	0.9	-7.2	-10.3	-1.8	-5.5	1.1	1.2	-1.0
CCNC(=S)Nc1ccc(C)c(S(=O)(=O)Nc2ccccc2OC)c1	-6.3	-7.2	-6.8	6.7	-8.4	1.6	-12.9	4.7	5.5
COc1ccc2[nH]c(=O)c(CN(CCO)S(=O)(=O)c3ccc(C)cc3)cc2c1	-10.9	-4.5	-34.4	-118.5	-9.1	-7.8	-5.2	0.8	2.3
COc1ccc(S(=O)(=O)NCC(=O)N(CC(=O)NCC2CCCO2)c2c(C)cccc2C)cc1 (stereo not given)	3.6	0.7	-38.9	-29.8	0.6	8.3	-13.6	1.0	2.1
CCCC(c1nnnn1C(C)(C)CC)N(CCCO)Cc1cc2cc(C)cc(C)c2[nH]c1=O (stereo not given)	-8.2	-9.6	-9.0	-8.4	-22.7	-4.0	-7.0	-4.2	-2.5
CC(=O)N1CCn2c3c(c4cc(C)ccc42)CCCC31 (stereo not given)	-7.6	-2.2	-16.8	1.0	-13.7	-2.5	-7.6	-1.6	0.8
Cc1cc(C(=O)N2CCCC(C(=O)c3cccc4ccccc34)C2)nc(C)n1 (stereo not given)	-7.5	2.7	-18.2	21.0	-2.2	-4.6	1.6	-0.4	4.6
O=C(c1ccco1)N1CCN(c2ncnc3sc4c(c23)CCC4)CC1	-2.4	-1.9	-28.4	-5.4	-8.7	-7.7	-1.3	5.0	1.8
CCc1nc(SCC(=O)c2ccccc2)c2c(=O)n(C)c(=O)n(C)c2n1	-4.0	0.6	-20.3	10.3	-1.7	2.3	-4.2	-0.8	0.3
O=C(CSCc1ccc(Cl)cc1Cl)Nc1ccccc1C(=O)Nc1ccc(C(=O)O)cc1	-1.6	-3.5	-24.8	-10.3	-8.2	-1.6	2.6	-1.3	4.8
COC(=O)C1=C(C)N(c2ccc(Cl)cc2)/C(=C/c2ccc(O)cc2)C1=O	2.2	-6.7	-1.9	-35.2	2.9	-6.5	-0.1	-6.9	4.4
COc1ccc(NC(=O)CN2CCN(CC(=O)Nc3ccccc3Cl)CC2)cc1Cl	-7.9	-1.2	-26.3	-7.4	-19.0	-7.5	-7.4	-0.7	-2.0
Cc1cccc(C(=O)Nc2ccc(CC(=O)O)cc2)c1	2.9	2.7	-19.3[20 µM]	5.1	-36.7	-3.9	7.5	0.3	4.3
Cc1[nH]nc2c1C1(CCN(C(=O)OCc3ccccc3)CC1)C(C#N)=C(N)O2	-6.6	4.1	-16.2	-9.4	-12.4	0.9	-6.5	1.0	1.4
CC1=C(C(=O)Nc2ccccc2)C(c2ccco2)n2ncnc2N1 (stereo not given)	2.5	2.9	-17.1[20 µM]	3.6	-11.6	3.7	-9.9	0.1	4.1
CCC(=O)Nc1nnc(Sc2ccc(N(C)C)cc2)s1	-3.4	-1.5	-22.2	18.6	9.3	4.9	16.7	-1.5	0.9
O=C(c1ccc(S(=O)(=O)N2CCOCC2)cc1)N(c1ccccc1)C1C=CS(=O)(=O)C1 (stereo not given)	-3.9	2.6	-13.9	-5.9	-3.4	-3.4	-8.0	1.6	-3.5
COc1cccc(NS(=O)(=O)c2cc(C)ccc2OC)c1	0.4	-2.1	-16.7[20 µM]	11.2	-13.0	-2.3	-0.7	-0.5	1.5
OC1(c2ccccc2)c2ccccc2-c2ncccc21 (stereo not given)	-1.9	2.2	-20.7	4.3	0.7	-8.2	-9.5	1.9	0.5
S=c1nc(C2CC2)n(-c2ccccc2)[nH]1	9.3	-0.9	-19.4	1.2	-4.8	-3.5	-1.2	3.9	-1.0
CS(=O)(=O)n1nc(C(=O)N2CCOCC2)nc1N	-2.0	-3.8	-24.6	-6.0	-9.7	-4.7	-2.2	1.4	6.8
COc1ccccc1N1CCN(/N=C/c2cc(OC)c(O)c(OC)c2)CC1	12.9	47.0	-4.9	21.6	-5.0	-6.9	-9.2	59.4*	2.5
CN(C)/C=N/c1nc2nccc(-c3ccc(Cl)cc3)n2n1	-25.3	-4.8	-29.0	i	-14.8	-4.2	-9.6	0.0	6.2
CS(=O)(=O)N(CC(=O)NCCSCc1c(F)cccc1Cl)c1ccc2c(c1)OCO2	1.5	-5.1	-16.0[20 µM]	-5.9	-16.3	-5.3	-7.9	-0.9	-4.8
Cc1cnccc1NC(=O)c1cccs1	-7.6	-1.5	-10.9	4.7	3.4	0.3	3.2	-0.1	0.5
Cc1ccc(C)c(OCC(=O)Nc2cc(C)on2)c1	9.2	1.9	-20.8	-5.3	1.8	-5.2	-7.8	-0.4	0.5
CCN(C(=O)CSc1nc2ccccc2c(=O)n1C(C)COC)C1CCS(=O)(=O)C1 (stereo not given)	-1.2	3.6	1.8	-27.5	1.9	-4.3	-3.8	-1.6	1.0
